APP 5UTR inh – APP translation inhibition. SH-SY5Y APP 5'UTR-luciferase reporter, luminescence. inhibition, % at 2 µM. actives 0.82% (n = 190,000). AID 1285;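 active = inhibition above a set limit, derived from the sample mean plus 3 SD, cut at about 45% in these data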; note: values of inactives mirror those of a sister screen read the other way
STAT3 blocker – reduces IL-6 driven STAT3 reporter signal | U3A cells, IL-6 STAT3-luciferase reporter, luminescence; host cell line lacks STAT1 | inhibition, % at 5.5 µM | actives 0.89% (n = 190,000);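 active = inhibition above the mean inhibition across all screened compounds plus 3 SD, cut at about 44% in these data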;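 note: 0% = DMSO only wells and 100% = 100 µM nifuroxazide control wells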
FLuc inh counter – counter-screen for luciferase assay inhibitors: firefly luciferase inhibition; inhibition, % at 10 µM; actives 1.5% (n = 200,000); ATPLite firefly luciferase biochemical luminescence, 10 min; AID 1006;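 active = inhibition above about 50% when tested at 10 µM, limit read from the data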
Target sequence (P08659 whole entry, looked up): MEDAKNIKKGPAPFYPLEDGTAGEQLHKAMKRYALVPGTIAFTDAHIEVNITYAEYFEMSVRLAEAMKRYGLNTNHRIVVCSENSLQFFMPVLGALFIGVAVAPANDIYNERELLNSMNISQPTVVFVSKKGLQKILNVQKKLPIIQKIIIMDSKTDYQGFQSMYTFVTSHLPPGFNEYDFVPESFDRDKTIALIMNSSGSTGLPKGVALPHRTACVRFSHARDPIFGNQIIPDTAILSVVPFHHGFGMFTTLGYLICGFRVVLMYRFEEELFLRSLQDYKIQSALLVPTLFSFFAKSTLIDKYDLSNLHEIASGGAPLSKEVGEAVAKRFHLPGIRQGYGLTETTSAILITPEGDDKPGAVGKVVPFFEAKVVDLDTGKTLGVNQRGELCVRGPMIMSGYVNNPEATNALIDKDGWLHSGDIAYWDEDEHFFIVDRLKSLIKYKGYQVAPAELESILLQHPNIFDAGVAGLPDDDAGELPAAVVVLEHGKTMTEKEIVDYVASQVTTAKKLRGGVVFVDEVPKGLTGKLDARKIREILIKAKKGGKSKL
Hsp70 activator – switches on Hsp70 transcription; HeLa Hsp70 promoter luciferase reporter, luminescence; scaled: vehicle 0, proteasome-inhibitor control 100%; activation, % at 10 µM; actives 0.04% (n = 200,000); AID 1203;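 active = activation above the mean across all tested compounds plus 3 SD, cutoff set per campaign, cut at about 5.5% in these data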;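 note: 100% = MG132 at 30 µM as the positive control and 0% = DMSO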
APP 5'UTR act – activates APP 5'UTR luciferase reporter | activation, % at 2 µM | actives 1% (n = 190,000) | SH-SY5Y APP 5'UTR luciferase reporter, luminescence; zero percent = DMSO vehicle wells | AID 1276;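 active = activation above a set limit, based on mean plus 3 SD of controls, cut at about 140% in these data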; note: values of inactives mirror those of a sister screen read the other way
STAT1 act – activators of IFN-gamma induced STAT1 signaling; AID 932; activation (% of control), % at 5.5 µM; NIH 3T3 STAT1-luciferase reporter, luminescence; 100% = IFN-gamma alone, no compound; actives 2.6% (n = 200,000);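 active = activation above the screen-wide mean activation plus 3 SD, cut at about 130% in these data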;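 note: raw ratio to IFN-gamma control signal so 100% means no change and 0% no light; values of inactives mirror those of a sister screen read the other way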
STAT1 inh – reduces IFN-gamma driven STAT1 reporter signal. NIH 3T3 STAT1-luciferase reporter, luminescence. inhibition, % at 5.5 µM. actives 0.35% (n = 200,000);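 active = inhibition above a set limit, the mean inhibition across all tested compounds plus 3 SD, cut at about 34% in these data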;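 note: 0% = IFN-gamma with DMSO and 100% = IFN-gamma with 300 µM nifuroxazide; values of inactives mirror those of a sister screen read the other way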
NF-kB neuron act – raises NF-kB expression in human neuronal cells | actives 1.6% (n = 190,000) | fold change at 12.5 µM | NF-kB reporter expression; stronger effect = higher value; in the data active = fold change above about 3.3
RAM network inh – yeast RAM network inhibition; S. cerevisiae dse1pr::URA3 reporter, 5-FOA growth OD615, 2 d; analog-sensitive cbk1-as2 kinase mutant strain; inhibition, % at 50 µM; actives 1.8% (n = 190,000); AID 868;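 active = inhibition above a set limit, 3 SD over mean compound inhibition, cut at about 8.4% in these data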;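 note: 0% = DMSO-only wells with no growth and 100% = 10 µM 1-NA-PP1 full growth; inhibition rescues growth on 5-FOA so higher OD means more RAM inhibition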
STAT3 activator – activators of IL-6 induced STAT3 signaling | U3A cells, IL-6 STAT3-luciferase reporter, luminescence; 100% = signal with IL-6 EC80 alone | activation (% of control), % at 5.6 µM | actives 0.91% (n = 190,000);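 active = activation above the screen-wide mean of compound activation plus 3 SD, cut at about 130% in these data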;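 note: 0% = background luminescence of wells with medium and substrate only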
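Test system: Human STAT1-deficient U3A cells with stable STAT3-luciferase reporter | Also added: Interleukin-6, 33 ng/mL | Timing: Compound pre-incubation 1 h before IL-6, then 6 h stimulation at 37 °C | Technique: Luciferase reporter luminescence | Read-out: Percent of IL-6-only median luminescence | Benchmarks: IL-6-only wells as 100% reference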
* hit, by the source's call; x = no result given.

Compound	APP 5UTR inh	STAT3 blocker	FLuc inh counter	Hsp70 activator	APP 5'UTR act	STAT1 act	STAT1 inh	NF-kB neuron act	RAM network inh	STAT3 activator
O=C(NCC(c1cccnc1)N1CCN(c2ccccc2F)CC1)c1ccccc1 (configuration not stated)	6	-2	-9	0.2	-6	112	-17	0.96	0.8	101
COc1ccc2c(c1)C(C1=C(O)CC(C)(C)CC1=O)C1=C(CC(C)(C)CC1=O)O2 (configuration not stated)	3	17	-5	-0.6	-3	83	12	1.2	2.3	87
NCCc1c(-c2ccccc2)n(-c2ccccc2)c2ccccc12	-11	-6	-4	-0.2	11	112	-13	0.61	0.8	104
Cc1cc(C(=O)N/N=C/c2ccco2)c2ccccc2n1	-8	3	-6	-0.3	8	88	13	0.93	0.5	97
O=S(=O)(N/N=C/c1ccc(F)cc1)c1ccccc1	-14	6	-3	0.0	14	96	2	1	1.0	100
CCC(C)c1ccc(OCCCCN2CCOCC2)cc1 (configuration not stated)	x	2	-2	-0.3	x	97	4	1.3	0.7	104
Cc1cccc(OCC(=O)Nc2ccccc2C(F)(F)F)c1	-17	14	0	-0.2	17	105	-5	1.6	-0.1	91
CCOc1cccc2cc(C(N)=O)c(=NCc3ccccc3)oc12	6	3	-4	-0.3	-6	90	10	0.97	0.8	101
CSc1ccc2c(c1)N(CCC1CCCCN1C)c1ccccc1S2 (configuration not stated)	-1	6	-6	-0.4	1	112	-14	0.68	-0.8	97
COc1ccc(C2=CC(c3ccco3)n3ncnc3N2)cc1 (configuration not stated)	-4	12	-3	-0.6	4	103	-5	1.1	-0.4	96
O=[N+]([O-])C(=C1Nc2ccccc2N1)C(Cl)=C(Cl)Cl	-12	-14	1	-0.3	12	90	9	1.1	0.7	114
Cc1c(NC(=S)NC(NC(=O)C(C)C)C(Cl)(Cl)Cl)c(=O)n(-c2ccccc2)n1C (configuration not stated)	3	2	-3	-0.3	-3	92	9	0.92	1.5	103
C/C(=C(/NC(=O)c1ccccc1)C(=O)O)c1ccco1	-10	-5	-3	0.8	10	99	1	1.2	-0.1	103
COc1cc(-c2ncc3ccccn23)cc(OC)c1OC	10	-5	0	-0.1	-10	95	6	0.94	-0.1	102
COc1ccc(NCC(=O)N/N=C/c2ccc3c(c2)OCCO3)cc1	-9	-5	14	-0.2	9	104	-5	1.1	2.4	103
CCOc1cc(-c2ccccc2)nc(N)n1	-41	-4	10	0.0	41	125	-28	2.1	-0.8	106
N/C(Cn1cncn1)=N\NC(=O)c1ccc(Cl)cc1Cl	-6	11	-4	0.1	6	100	-3	0.97	-0.2	95
COc1ccc(N(CC(=O)Nc2cc(OC)ccc2OC)S(=O)(=O)c2c(C)nn(C)c2C)cc1	13	6	-3	0.1	-13	104	-5	0.6	2.3	102
O=C(Nn1cnnc1)C1CCCN1S(=O)(=O)c1ccc(F)cc1 (configuration not stated)	-6	8	-4	-0.3	6	98	2	1.4	1.5	96
CCOc1ccccc1/C=C(/NC(=O)c1ccccc1)C(=O)N(CC)CC	6	9	-4	-0.2	-6	96	5	1.1	0.8	94
NC(=O)c1ccccc1NC(=O)CCCN1C(=O)CCC1=O	-7	2	-2	-0.2	7	103	-3	0.93	1.1	102
Cc1cc(C(F)(F)F)n(-c2ccc(N)cc2)n1	9	2	-7	-0.4	-9	107	-9	1.2	2.4	101
CCC(CC)c1nnc(NC(=O)CCNC(=O)c2ccccc2Cl)s1	4	-3	-6	-0.2	-4	99	1	1.1	-0.7	108
Cn1c(=O)n(CC(N)=O)c2ccccc21	6	4	-8	-0.3	-6	102	-2	1.3	2.4	99
CC1=NN(C(=O)c2ccccc2Br)C(O)(c2cccnc2)C1 (configuration not stated)	5	10	-7	0.0	-5	85	16	1.2	2.4	96
Cc1c(C)n(C)c2ccc(C(=O)NCc3cccs3)cc12	-23	2	-4	-0.3	23	103	-2	1	2.9	99
COc1ccc(NC(=O)Nc2ccon2)c(OC)c1	7	15	6	0.0	-7	105	-7	1	0.0	97
O=C(CCC(=O)N1CCN(S(=O)(=O)c2ccc(Cl)cc2)CC1)Nc1ccc2ccccc2c1	0	-11	-2	0.1	0	99	1	0.78	3.1	109
CCN(CC)S(=O)(=O)c1cccc(NC(=O)COC(=O)CCc2nc3ccccc3s2)c1	4	2	1	0.2	-4	99	1	1.1	0.9	101
Nc1ccccc1-c1nnc(-c2ccccc2N)n1N	-12	-27	0	-0.3	12	94	4	1.1	0.8	127
CC(C)C(CO)NC(=O)CC(=O)NC(CO)C(C)C (configuration not stated)	-14	11	-14	-0.4	14	102	-2	1	3.0	96
CC(=O)c1sc(NC(=O)c2cccc(C)c2)nc1C	-124	22	51*	0.6	124	131*	-35	5.5*	2.5	83
Cc1ccc(S(=O)(=O)Nc2cccc(-c3ccc4nnc(C)n4n3)c2)s1	8	12	-5	0.0	-8	81	21	0.98	2.9	90
COc1ccc(CC(NC(C)=O)C(=O)NC2CCN(c3nc(C)cc(C)c3C#N)CC2)c(OC)c1 (configuration not stated)	20	8	-8	-0.1	-20	99	2	0.92	3.9	97
CC(C)n1c(=S)[nH]c2ccccc2c1=O	4	-5	-1	-0.2	-4	96	4	0.9	1.2	106
CN(CC(=O)Nc1ccc(C#N)cc1)Cc1ccc(Cl)cc1Cl	-10	12	-1	-0.2	10	87	14	0.94	1.1	90
COc1ccc(C(=O)Nc2c(Cl)cc(Cl)cc2C(=O)NCCN2CCOCC2)cc1	4	-14	-4	-0.3	-4	101	-4	1.4	0.8	114
CCCSC1=N/C(=C\c2ccc3c(c2)OCO3)C(=O)S1	-2	-5	0	-0.3	1	108	-8	0.86	10*	101
O=C(CSc1ccc2nnc(-c3cccnc3)n2n1)NCc1ccc2c(c1)OCO2	6	-4	1	0.1	-6	105	-6	0.93	0.2	108
COc1ccc(CCNCC(=O)Nc2ccccc2C(F)(F)F)cc1	6	-1	3	-0.2	-6	93	6	1.1	-0.2	102
COC(=O)/C(=C1\Oc2ccc(C(C)(C)C)cc2S1)C(F)(F)F	-78	4	11	-0.3	77	101	-1	1.2	3.1	97
O=C(Nc1nnc(SCC(=O)N2CCCCC2)s1)c1cccs1	-11	1	23	0.0	11	104	-4	1.2	4.0	102
COc1ccccc1CNCc1cc(OC)c(OC)c(OC)c1	-7	3	-3	-0.3	7	98	1	1.4	2.6	100
COC(=O)[C@H](Cc1ccccc1)NC(=O)NCCc1ccc(S(N)(=O)=O)cc1	-16	10	-8	0.0	16	99	1	0.97	1.6	94
Cc1cc(S(=O)(=O)NC2CCCCC2)c(C)s1	-5	-1	0	-0.3	5	96	4	1.1	0.5	105
COc1ccc(/C=N/NC(=O)c2cccc(COCC(F)(F)C(F)F)c2)cc1	-2	-12	20	-0.1	2	109	-11	1	-0.5	110
Cc1cccc(N(C)C(=O)c2coc(=O)c3ccccc23)c1	-8	4	-8	0.1	8	102	-2	1.2	0.0	98
C/C(=N\NC(=O)c1ccco1)c1ccc(NC(=O)c2ccccc2)cc1	-77	10	9	-0.2	77	117	-19	1.6	1.0	96
CCOC(=O)N1CCC(Nc2c(NCCCN(CC)c3cccc(C)c3)c(=O)c2=O)CC1	-18	0	-9	0.0	18	101	-1	0.94	0.9	107
CCOC(=O)c1c(NC(=O)Cc2cccs2)sc(C(=O)NC2CCCCC2)c1C	9	9	-4	-0.4	-9	104	-5	0.99	5.1	101
O=C(CSc1nc2c(cnn2-c2ccc(F)cc2)c(=O)[nH]1)N1CCCCC1	-4	8	-7	-0.2	4	104	-4	1.2	2.5	97
O=C(CCS(=O)(=O)Cc1ccccc1)NCCc1ccccc1	-8	4	-4	-0.2	9	101	-3	1.1	-0.6	99
O=C(NC1CCCCC1)NC1CC2CCCC(C1)N2C1CCCC1 (configuration not stated)	0	3	-7	0.6	0	104	-4	1.1	0.8	101
CCOC(=O)Cc1csc(NC(=O)C2C3C=CC(C3)C2C(=O)O)n1 (configuration not stated)	17	2	1	0.0	-17	100	-1	1.1	2.0	104
Cc1ccc(OCc2nc(C#N)c(NCc3ccc4c(c3)OCO4)o2)cc1	67*	1	4	0.1	-67	103	-3	1.1	15*	102
C=CCN(C(=O)c1cccc(C(F)(F)F)c1)C1(C(=O)Nc2ccccc2)CCN(C(C)C)CC1	-10	2	-4	-0.2	10	92	7	1.1	0.5	101
CC1(C)CC[C@]2(C(=O)O)CC[C@]3(C)C(=CCC4[C@@]5(C)CC[C@H](O)C(C)(C)C5CC[C@]43C)C2C1 (some centres not stated)	-4	-6	-6	-0.2	4	100	0	1.1	2.4	102
Cc1cc(=O)c2ccccc2[nH]1	6	-4	-9	-0.2	-6	96	4	1.1	-0.4	106

Screening results from PubChem BioAssay.

This is a random part of the collection; 7.7% or so of the library scored in one or more.
